# Screening results (PubChem BioAssay)
# OX1R antag-1: OX1R (HCRTR1) antagonists, primary screen, fluorescence, CHO/OX1R cells, Fluo-8 calcium, orexin A; inhibition, % at 5 µM; AID 434989, 2010; Orexin/Hypocretin receptor type 1 (Homo sapiens), O43613; Fluo-8 calcium fluorescence; 330,000 compounds, 0.43% hits;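 active means inhibition above its plate's threshold, mean inhibition of all tested compounds on the plate plus 3 SD, cut at about 37% in these data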;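 further: 0% = orexin A challenge wells and 100% = SB-334867-A antagonist wells; not every result past the cut was called active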
# Target sequence (O43613 whole entry, looked up): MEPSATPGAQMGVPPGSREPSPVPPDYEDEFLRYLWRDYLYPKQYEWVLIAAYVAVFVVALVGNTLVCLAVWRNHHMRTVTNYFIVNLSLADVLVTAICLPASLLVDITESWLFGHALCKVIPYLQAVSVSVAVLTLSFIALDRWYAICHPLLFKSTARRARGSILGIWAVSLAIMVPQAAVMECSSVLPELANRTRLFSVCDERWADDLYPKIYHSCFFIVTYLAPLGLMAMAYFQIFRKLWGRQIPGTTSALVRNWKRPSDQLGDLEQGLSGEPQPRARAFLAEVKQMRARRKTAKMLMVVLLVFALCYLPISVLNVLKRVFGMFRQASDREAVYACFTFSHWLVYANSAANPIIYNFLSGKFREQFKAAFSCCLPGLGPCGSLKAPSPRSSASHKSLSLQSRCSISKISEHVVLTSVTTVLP
# OX1R antag-2: antagonists of human orexin 1 receptor (OX1R); Orexin/Hypocretin receptor type 1 (Homo sapiens), O43613; OX1R-expressing cells, FRET antagonist read-out; inhibition, % at 6.6 µM; 330,000 compounds, 1.8% hits; AID 485270, 2010; in the data active means inhibition mostly above about 38%, no sharp cut-off; inactive means mostly below about 40%;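 further: 0% = agonist challenge alone and 100% = reference antagonist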
# * marks the source's active call; other numbers are inactive results.
No. | compound | OX1R antag-2 | OX1R antag-1
1 | O=C(O)C1CCCCC1C(=O)NCc1ccc2c(c1)OCO2 (configuration not stated) | 13.3 | -7.1
2 | O=C(C1=C[C@@H](c2coc3ccccc3c2=O)C[C@@H](OCc2ccc(CO)cc2)O1)N1CCOCC1 | 41.8 | -16.3
3 | O=C(OCC(=O)N1CCOCC1)c1cc2ccccc2oc1=O | 46.2* | -10.8
4 | CC1=CC(C)C(COC(=O)CN2CCCCC2)C(C)C1 (configuration not stated) | 10.0 | -20.0
5 | COc1ccc(CCNC(=O)c2ccc(Cl)c(S(=O)(=O)N(C)c3ccccc3)c2)cc1 | 3.2 | -2.3
6 | COc1ccc(-c2noc(C(=O)NCc3ccc(F)cc3)n2)cc1OC | 5.2 | 3.3
7 | N#Cc1ccc(C(=O)OCC(=O)N2CCCC2)cc1 | 20.4 | -24.9
8 | COC(=O)C1CCN(C(=O)COC(=O)COc2ccc(C#N)cc2)CC1 | 23.5 | -1.6
9 | CN(CC(=O)Nc1ccc(Cl)cc1)C(=O)c1ccc(COc2ccccc2)cc1 | 5.3 | 2.2
10 | CCOC(=O)c1cccc(NC(=O)CN2CCN(c3ccc(OC)cc3)CC2)c1 | 5.1 | -24.9
11 | Cc1ccc(N=C2SC(C(=O)Nc3ccc(OC(F)(F)F)cc3)C(N)=C2C(=O)Nc2c(C)cc(C)cc2C)cc1 (configuration not stated) | 1.6 | -26.1
12 | CCCCC1=CC2=CC(=O)C(C)(OC(=O)c3ccco3)C(=O)C2=CO1 (configuration not stated) | 13.1 | -11.0
13 | Cc1ccc(N2CCN(C3=NC(=O)C(Cc4ccccc4)S3)CC2)cc1 (configuration not stated) | -0.2 | -24.1
14 | CCOC(=O)CCn1cc(F)c(=O)n(Cc2ccccc2)c1=O | -0.5 | -5.4
15 | CC(=O)N/C(=C\c1ccccc1)C(=O)OCC(=O)c1c(N)n(C)c(=O)n(C)c1=O | 2.2 | 4.5
16 | COC(=O)c1cc(NS(=O)(=O)c2ccc(N3CCOCC3)c(NC(C)=O)c2)cc(C(=O)OC)c1 | 7.4 | -4.8
17 | CC(C)Oc1ccc(CCc2nnc(SC(C)C(=O)O)n2-c2ccccc2)cc1 (configuration not stated) | 37.3 | 9.3
18 | Cc1nnc(SCC(=O)NC(=O)NC(C)(C)C)s1 | 7.7 | -14.5
19 | CNC(=O)c1[nH]cnc1C(=O)Nc1ccc(OC)cc1 | 9.0 | -4.0
20 | C=CCn1c(SCC(=O)NC(C)(C)C)nnc1-c1ccccc1O | 7.1 | -5.9
21 | O=C(NCc1ccccc1)c1nc2ccccc2s1 | 30.1 | -20.7
22 | Nc1nc(NCc2ccco2)nc(NC2CCCCC2)c1[N+](=O)[O-] | 9.1 | -14.2
23 | COc1ccccc1-n1cnnc1SCC(=O)N1CCN(S(=O)(=O)c2ccccc2)CC1 | 15.1 | -20.8
24 | N#Cc1ccsc1NC(=O)C1CC(=O)N(Cc2ccccc2)C1 (configuration not stated) | 15.5 | -21.9
25 | CC(C)C(NC(=O)c1c(F)cccc1F)C(=O)NNC(=O)c1ccccc1 (configuration not stated) | 2.8 | -0.2
26 | CCOC(=O)C1CCCN(C(=O)c2ccc3[nH]c4c(c3c2)CC(C)CC4)C1 (configuration not stated) | 15.3 | 1.2
27 | COc1ccc(CC(C)N2CCN(c3ccccc3)CC2)cc1OC (configuration not stated) | 6.5 | -14.4
28 | Cc1nc(/N=C(\N)NC(=O)NC2CCCCC2)nc2ccccc12 | 17.2 | -11.5
29 | O=c1c2ccccc2n(CC(O)CN2CCOCC2)c2ccccc12 (configuration not stated) | 30.7 | -28.1
30 | Cc1ccccc1OCC(O)Cn1c(=N)n(Cc2ccccc2)c2ccccc21 (configuration not stated) | -5.7 | 29.1

# Ordered by length of the SMILES (high to low): part of the list above.
No. | compound | OX1R antag-2 | OX1R antag-1
25 | CC(C)C(NC(=O)c1c(F)cccc1F)C(=O)NNC(=O)c1ccccc1 (configuration not stated) | 2.8 | -0.2
13 | Cc1ccc(N2CCN(C3=NC(=O)C(Cc4ccccc4)S3)CC2)cc1 (configuration not stated) | -0.2 | -24.1
4 | CC1=CC(C)C(COC(=O)CN2CCCCC2)C(C)C1 (configuration not stated) | 10.0 | -20.0

# Additional entries follow:
No. | compound | OX1R antag-2 | OX1R antag-1
31 | CCN(CC)c1ccc([N+](=O)[O-])cc1/C=N/NC(=O)CC#N | 17.4 | -23.4
32 | COc1ccccc1N1CCN(Cc2nc(N)nc(Nc3ccc(C)cc3)n2)CC1 | 8.2 | -27.9
33 | CC(C)Oc1ccc(C(CC(=O)O)NC(=O)Cc2ccc(Cl)cc2)cc1 (configuration not stated) | 9.3 | -13.8
34 | CC(C)(C)C(=O)Nc1ccc(S(=O)(=O)NC2=NCCCCC2)cc1 | 4.1 | -7.0
35 | Cc1cc(N(C)C)ccc1N=Nc1ccc2ncccc2c1 | 83.0* | -3.1
36 | COc1ccc(OC)c(S(=O)(=O)N2CCCCC2C(=O)N2CCN(c3ccccn3)CC2)c1 (configuration not stated) | 38.2 | 3.6
37 | COc1ccccc1NC(=S)N1CCC(NC(=O)C23CC4CC(CC(C4)C2)C3)CC1 | 29.8 | -15.5
38 | C/C(=N\NC(N)=O)C1CC(CC(C)C)C(=O)O1 (configuration not stated) | -0.4 | 7.3
39 | COc1ccc(OC)c(C2NC(=S)NC(C)=C2C(=O)Nc2ccccn2)c1 (configuration not stated) | 0.0 | -17.1
40 | COc1cccc(/C=C/C(=O)OCC(=O)Nc2cc(S(=O)(=O)N3CCOCC3)ccc2C)c1 | 6.1 | -13.8
41 | Cc1cc(C)n(CCC(=O)N/N=C/c2ccccc2O)n1 | 5.7 | -5.3
42 | O=[N+]([O-])c1ccc(N2CCN(CC3CCCCC3)CC2)cc1 | 14.6 | -29.7
43 | CCn1c(SCC(=O)Nc2ccc(NC(C)=O)cc2)nc2c1c(=O)n(C)c(=O)n2C | 16.1 | 0.3
44 | Cc1ccc(Nc2nc3ccccc3n3cnnc23)cc1Cl | -5.1 | -23.2
45 | O=C(CSCc1ccc(C(=O)O)cc1)Nc1ccccc1 | 14.2 | 9.5
46 | CC1(C)Cc2c(sc3nnn(Cc4ccc(Cl)cc4)c(=O)c23)CO1 | 9.1 | -33.4
47 | C=CCS(=O)(=O)N1CCCC(C(=O)c2cccc(Cl)c2)C1 (configuration not stated) | 17.2 | -12.6
48 | Cn1c(N)c(C(=O)COC(=O)CNC(=O)c2ccccc2F)c(=O)n(C)c1=O | 12.0 | 1.1
49 | CCc1nnc(NC(=O)c2nn(-c3ccccc3)nc2C)s1 | 3.0 | -28.2
50 | COc1ccc(C)cc1S(=O)(=O)Nc1ccccc1 | 6.5 | -14.1
51 | COc1ccc(COc2cc(-c3cccc(OC)c3)nc3ccc(NC(=O)c4ccc(Cl)cc4)cc23)cc1 | 20.6 | -20.3
52 | CCc1ccc(N(CC(=O)NC(C)C)C(=O)CCC(=O)Nc2ccccn2)cc1 | 11.4 | -81.2
53 | O=c1oc2c(-c3cccc(F)c3)cc(O)cc2s1 | 10.5 | 1.1
54 | COc1ccc(NS(=O)(=O)c2ccc(NC(=O)Cc3cccs3)cc2)cc1 | 12.2 | 16.0
55 | CC(=O)C[C@@H](O)CC(=O)[C@@H]1OC(=O)CCCCCCCc2ccccc21 | 6.0 | -7.1
56 | CCOc1ccc(CCNC(=O)CSCc2ccc(C)cc2)cc1OCC | 19.6 | -19.6
57 | CC(C)Cn1c(N)c(C(=O)COC(=O)[C@@H]2CCCN2C(=O)c2cccs2)c(=O)n(C)c1=O | 12.5 | -36.9
58 | CCOC(=O)c1c(-c2cccc([N+](=O)[O-])c2)csc1NC(=O)C1CC1 | 16.3 | 30.4
59 | O=C(/C=C/c1cc2c(cc1Br)OCO2)NCc1ccc(Cl)cc1 | 2.0 | -6.2
60 | COc1cccc(NC(=O)CCS(=O)(=O)c2cccs2)c1 | 7.2 | -4.5

# (cont.)
No. | compound | OX1R antag-2 | OX1R antag-1
61 | O=C(CN(CCc1ccccc1)C(=O)Cn1nnc(-c2cccs2)n1)NCc1ccco1 | 14.5 | -9.1
62 | OC(C[n+]1ccccc1)c1ccccc1 (configuration not stated) | -4.7 | -18.9
63 | O=C(Nc1cccc(Cl)c1)C1CCCN(S(=O)(=O)c2ccc(F)cc2)C1 (configuration not stated) | 41.7* | -4.9
64 | O=C(COC(=O)c1cc(=O)c2ccccc2o1)Nc1ccccc1F | 12.2 | -11.0
65 | OC(CN1CCN(Cc2ccccc2)CC1)c1ccccc1 (configuration not stated) | 9.4 | -7.7
66 | O=C(c1cc2ccccc2o1)N1CCN(S(=O)(=O)/C=C/c2ccccc2)CC1 | 3.0 | -18.9
67 | COc1ccc(OC(C)C(=O)NC(C)c2ccccc2)cc1 (configuration not stated) | 8.1 | 2.4
68 | CC(=O)NN1C(=O)c2ccccc2NC1c1ccc([N+](=O)[O-])o1 (configuration not stated) | 58.7 | 0.3
69 | CCOc1ccc(N(CC(=O)NC(C)C)C(=O)CCC(=O)Nc2ccccn2)cc1 | 11.1 | 5.9
70 | CCOC(=O)C1C(=O)CC(C)(O)C(C(=O)OCC)C1c1ccc(OC)cc1 (configuration not stated) | 5.2 | -11.4
71 | CCn1c(SCC(=O)NCCc2ccc(OC)c(OC)c2)nc2c1c(=O)n(C)c(=O)n2C | 3.7 | -17.3
72 | CCOC(=O)N1CCN(Cc2nc3c(c(=O)n(C)c(=O)n3C)n2Cc2cccc3ccccc23)CC1 | 5.6 | -25.8
73 | COc1cc(C)c(S(=O)(=O)N2CCCC2)cc1C | 19.0 | -22.1
74 | CCC(=O)Nc1cccc(NC(=O)CSc2nnnn2C)c1 | 5.3 | 1.6
75 | CCc1ccc(N2CC(C)Cn3c2nc2c3c(=O)n(CCN3CCOCC3)c(=O)n2C)cc1 (configuration not stated) | 24.5 | -43.9
76 | CC(=O)N1c2ccc(S(=O)(=O)N(C)CC(=O)Nc3ccccc3C)cc2CC1C (configuration not stated) | 3.9 | -21.8
77 | CC(=O)c1ccc(NC(=O)CSc2nccn2CCc2ccccc2)cc1 | 40.9 | -12.1
78 | CCCCCCN1Cc2ccccc2C1 | 5.8 | -10.3
79 | O=C(Nc1cccc(F)c1)c1ccc(S(=O)(=O)N2CCCCC2)cc1 | 14.7 | -19.1
80 | CCn1ccnc1CN(C)Cc1nc(-c2ccc(C(=O)OC)cc2)no1 | 18.7 | -21.5
81 | CC(C)OC(=O)/C(=C\c1ccccc1)NC(=O)c1ccccc1 | 3.0 | -16.0
82 | CC1CCCN(c2nc3c(c(=O)[nH]c(=O)n3C)n2CCCc2ccccc2)C1 (configuration not stated) | 1.6 | -38.1
83 | O=C(N/N=C/c1cccc([N+](=O)[O-])c1)c1ccncc1 | 65.0 | -11.2
84 | O=c1[nH]c(-c2ccccc2)cs1 | 15.5 | 7.2
85 | CCOC(=O)CNC1CC(=O)N(c2ccc(Br)cc2)C1=O (configuration not stated) | 4.2 | -5.7
86 | Cc1onc(-c2ccccc2)c1C(=O)OCC(=O)NC(C)c1ccc(Cl)cc1 (configuration not stated) | 14.2 | 1.1
87 | COC(=O)c1nc(NC(=S)NC(=O)c2cccs2)sc1C | 8.2 | -1.6
88 | CC1CCCCC1NC(=O)CCCCn1c(=O)[nH]c2ccsc2c1=O (configuration not stated) | 4.5 | -20.4
89 | COCCN(C(=O)Nc1ccccc1)c1ccccc1C | 14.0 | -17.1
90 | O=C(NCc1cccs1)c1noc2c1CCCC2 | 8.2 | -6.0

# Values in list order from the list:
# OX1R antag-1, entries 22 to 26, in order: -14.2, -20.8, -21.9, -0.2, 1.2
# OX1R antag-2, entries 22 to 26, in order: 9.1, 15.1, 15.5, 2.8, 15.3

# Further structures.
No. | compound | OX1R antag-2 | OX1R antag-1
91 | COC(=O)CCC(=O)OC1(C)C(=O)C2=CN(c3ccc(OC)cc3)C(c3ccc(OC)cc3)=CC2=C(Br)C1=O (configuration not stated) | 19.4 | -15.4
92 | COc1cccc(N=Nc2ccc3ccccc3c2O)c1 | 16.5 | -10.4
93 | O=C(O)c1cccc(NC(=O)c2cn(-c3ccccc3)nc2-c2ccncc2)c1 | 4.7 | 4.1
94 | O=C(CNC(=O)c1cccs1)NCCc1ccco1 | 6.0 | -4.4
95 | COc1ccc([N+](=O)[O-])cc1NC(=O)Cc1ccc(Cl)cc1 | 10.0 | -2.2
96 | O=C(NCCCNC(=O)c1cccs1)c1cccs1 | 10.5 | -17.7
97 | O=C(CCN1C(=O)/C(=C/c2ccccc2F)SC1=S)NC1C=CS(=O)(=O)C1 (configuration not stated) | 27.6 | -20.7

# Complete entries as entered above:
# O=C(CCN1C(=O)/C(=C/c2ccccc2F)SC1=S)NC1C=CS(=O)(=O)C1 (configuration not stated) is listed as OX1R antag-2: 27.6; OX1R antag-1: -20.7
# COc1ccc([N+](=O)[O-])cc1NC(=O)Cc1ccc(Cl)cc1 is listed as OX1R antag-2: 10.0; OX1R antag-1: -2.2
# COC(=O)CCC(=O)OC1(C)C(=O)C2=CN(c3ccc(OC)cc3)C(c3ccc(OC)cc3)=CC2=C(Br)C1=O (configuration not stated) is listed as OX1R antag-2: 19.4; OX1R antag-1: -15.4

# Random excerpt: two entries already listed
No. | compound | OX1R antag-2 | OX1R antag-1
93 | O=C(O)c1cccc(NC(=O)c2cn(-c3ccccc3)nc2-c2ccncc2)c1 | 4.7 | 4.1
96 | O=C(NCCCNC(=O)c1cccs1)c1cccs1 | 10.5 | -17.7
